# IL-2 act: qHTS of IL-2 Activators | AID 652025, 2013 | 360,000 compounds, 0.065% hits | activation, % (series mostly up to about 46 µM) | IL-2 activation reporter assay, cell-based qHTS; stimulated with anti-CD3/CD4/CD28 beads; in transgenic mouse T cells; in the data active = activation above about 50%; inconclusive = mostly about 30% to 49%; also: 0% is about no effect
#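 Quantitative HTS in unstimulated transgenic mouse T cells, with memory T cells as non-tolerant control and PMA/ionomycin as tolerance-bypass control. Compound pretreatment lasted 60 minutes before 18 h bead stimulation; EGFP/DsRed fluorescence read.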
# A549 viability: Nrf2 qHTS screen for inhibitors: counterscreen for cytotoxicity | A549 ARE-Fluc cells, CellTiter-Fluor viability, 18-24 h | Potency, µM (doses to about 46 µM), inactives show top-dose activity change, negative = cytotoxicity, most hits filed as inhibitors | 390,000 compounds, 0.16% hits | AID 504648, 2011; also: potency is read from the fitted curve at half-maximal effect; % is scaled to controls: 0 for no effect and ±100 for the full control effect
#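 Cytotoxicity counterscreen: CellTiter-Fluor fluorescence was measured in A549 ARE_Fluc cells after 18-24 h of compound exposure in a concentration series. The subsequent BugLite luminescent read reports ARE-luciferase activity.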
# HepG2 tox: qHTS for Inhibitors of TGF-b: Cytotox Counterscreen | 410,000 compounds, 0.76% hits | HepG2 CAGA-GFP viability, ATP luminescence, 18 h | AID 588856, 2011 | Potency, µM (highest dose often 46.1 µM), without a hit: at the top dose activity change, negative = cytotoxicity, usual class: cytotoxic; also: potency is read from the fitted curve at half-maximal effect; some results filed as inactive show a strong effect at the top dose
#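 CellTiter-Glo luminescence gave cytotoxicity after 18 hours at 37 degrees C. The cells were HepG2 CAGA-GFP in 1% FBS DMEM, stimulated with 500 pg/mL TGF-beta after compound addition. %Activity was normalised to no-cell wells (complete cell-killing) and DMSO (no toxicity), and curves were fitted and classified.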
# ATXN2 expr inh: Primary qHTS for Inhibitors of ATXN expression; HEK-293 ATXN2-luciferase reporter, luminescence, 24 h; Potency, µM (titrated, usually from 57 µM), inactives show at the highest dose activity change, negative = inhibition, actives largely listed as inhibitors; 360,000 compounds, 0.72% hits; AID 1745845, 2022; also: potency is read from the fitted curve at half-maximal effect; % is scaled to controls: 0 for no effect and ±100 for the full control effect; nearly all actives have a fitted effect of over 55% in size
#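 ATXN2-luciferase reporter cells (luciferase flanked by upstream and downstream ATXN2 gene portions) were treated 24 h at 37 °C with compounds at up to 57 uM. SteadyGlo luminescence gave expression; GF-AFC fluorescence gave viability.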
# S2 tox: Viability Counterscreen for Primary qHTS for Inhibitors of ATXN expression; S2 cells (HEK-293 line with an ATXN2-luciferase reporter) viability, CellTiter-Fluor protease fluorescence, 24 h; Potency, µM (titrated, usually from 56.7 µM), hits mostly cytotoxic; 400,000 compounds, 0.49% hits; also: potency is read from the fitted curve at half-maximal effect; nearly all actives have a fitted effect of over 40% in size
# Nrf2 ARE act: qHTS of Nrf2 Activators; AREc32 ARE-luciferase reporter (MCF7-derived line), luminescence, 24 h; Potency, µM (highest dose often 46.1 µM), for the others: at the top dose activation, most hits filed as activators; 410,000 compounds, 0.31% hits; AID 624171, 2012; also: potency is read from the fitted curve at half-maximal effect; % of control where 0% means no effect; nearly all actives have a fitted effect of over 65% in size
#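 AREc32_Fluc, 1000 cells/well, OPTI-MEM + 5% FBS, o/n 37 deg C 5% CO2; 23 nL cpd by pin tool, 24 hr; Steady-Glo 30 min RT, luminescence.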
# Nrf2 inh: Nrf2 qHTS screen for inhibitors. A549 ARE-Fluc reporter, luciferase luminescence, 18-24 h. Potency, µM (top dose mostly 46 µM), for the others: top-dose activity change, negative = inhibition, usual class: inhibitors. 360,000 compounds, 2.1% hits. AID 504444, 2011; also: potency is read from the fitted curve at half-maximal effect; % is scaled to controls: 0 for no effect and ±100 for the full control effect; nearly all actives have a fitted effect of over 60% in size
#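 A549 ARE_Fluc cells, 5000/well, 5% FBS OPTI-MEM; compounds in dose-response, 18-24 h at 37 °C/5% CO2; CellTiter-Fluor viability read (Ex 405/Em 525), then BugLite luciferase luminescence = Nrf2 activity.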
# TGFb inhibitor: qHTS for Inhibitors of TGF-b; 410,000 compounds, 1.2% hits; Potency, µM (highest dose often 46.1 µM), inactives show top-dose activity, negative = inhibition, usual class: inhibitors; HepG2 CAGA-GFP TGF-b/SMAD3 reporter, GFP fluorescence, 18 h; TGF-beta stimulated, 500 pg/mL final; also: potency is read from the fitted curve at half-maximal effect; % is scaled to controls: 0 for no effect and ±100 for the full control effect; nearly all actives have a fitted effect of over 65% in size
#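 Cell-based qHTS in HEPG2 carrying a CAGA-GFP Smad reporter; compounds added before 500 pg/mL final TGF-beta, 18 h incubation at 37 degrees C, GFP fluorescence quantified per cell by imaging cytometry.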
# EPAC2 ag: qHTS for Agonist of cAMP-regulated guanine nucleotide exchange factor 4 (EPAC2): primary screen; Rap guanine nucleotide exchange factor 4 (Homo sapiens), Q8WZA2; EPAC2 activation, biochemical qHTS; response scale: 100% = 6.5 mM cAMP response; Potency, µM (doses to about 154 µM), for the others: at the highest dose activation, usual class: activators; 360,000 compounds, 0.079% hits; also: potency is read from the fitted curve at half-maximal effect; nearly all actives have a fitted effect of over 50% in size
# Target sequence (Q8WZA2 whole entry, looked up): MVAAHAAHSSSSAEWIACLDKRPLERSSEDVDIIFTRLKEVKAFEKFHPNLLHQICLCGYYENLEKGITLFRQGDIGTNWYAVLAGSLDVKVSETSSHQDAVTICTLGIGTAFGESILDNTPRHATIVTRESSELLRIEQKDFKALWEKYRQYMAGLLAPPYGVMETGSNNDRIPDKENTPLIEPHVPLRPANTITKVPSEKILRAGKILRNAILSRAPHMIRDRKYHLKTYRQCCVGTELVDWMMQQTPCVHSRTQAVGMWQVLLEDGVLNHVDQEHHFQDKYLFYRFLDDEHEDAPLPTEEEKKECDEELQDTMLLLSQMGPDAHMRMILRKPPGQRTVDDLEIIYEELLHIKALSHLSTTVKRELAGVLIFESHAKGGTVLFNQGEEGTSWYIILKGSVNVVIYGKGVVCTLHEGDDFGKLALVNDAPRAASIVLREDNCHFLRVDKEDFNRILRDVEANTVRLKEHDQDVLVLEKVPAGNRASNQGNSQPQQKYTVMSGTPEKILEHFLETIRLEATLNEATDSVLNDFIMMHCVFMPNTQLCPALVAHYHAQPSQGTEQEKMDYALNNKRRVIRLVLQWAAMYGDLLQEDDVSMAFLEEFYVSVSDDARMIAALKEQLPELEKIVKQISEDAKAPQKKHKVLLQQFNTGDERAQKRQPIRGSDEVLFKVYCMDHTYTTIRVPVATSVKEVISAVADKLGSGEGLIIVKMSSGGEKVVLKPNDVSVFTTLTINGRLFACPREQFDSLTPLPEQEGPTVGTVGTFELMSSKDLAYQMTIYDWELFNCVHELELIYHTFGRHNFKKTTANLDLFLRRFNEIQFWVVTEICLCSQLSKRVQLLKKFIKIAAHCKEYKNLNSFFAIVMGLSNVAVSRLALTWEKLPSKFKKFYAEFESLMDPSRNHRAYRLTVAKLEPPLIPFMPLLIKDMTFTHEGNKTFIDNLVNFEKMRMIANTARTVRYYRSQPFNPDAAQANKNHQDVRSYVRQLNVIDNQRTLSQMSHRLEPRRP
#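 Fluorescence exchange assay: 100 nM EPAC2 with 250 nM RAP1B-BODIPY-GDP and 50 uM GDP; compounds tested as a concentration-titration series (qHTS). Loss of Rap1-bound BODIPY-GDP fluorescence read at 480/540 nm; data normalized to 6.5 mM cAMP.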
# Active calls of the source: *; i = inactive; ? = inconclusive; / = no result given; [ ] = dose if it differs, or a comment. Unless noted, calls follow the shape of the dose curve; as a rule, active = well fitted curve in the direction sought with a large enough effect; inconclusive = small, poorly fitted or top-dose-only effect, or another doubt; inactive = no such curve, though single readings can be large; an effect the other way counts as inactive or inconclusive.
SMILES,IL-2 act,A549 viability,HepG2 tox,ATXN2 expr inh,S2 tox,Nrf2 ARE act,Nrf2 inh,TGFb inhibitor,EPAC2 ag
CCOc1nsc(OCC)n1,0.5,1.3%,26.7%,4.1%,i,-1.3%,-10.7%,-12.4%,11.0%
COC(=O)C1=C(C)NC(C)=C(C(=O)OC)C1C(=O)OCc1nnc(-c2ccccc2Cl)o1,-4.0,-1.8%,-15.8%,10.4%,?,0.2%,-14.7%,0.0%,0.6%
N#Cc1ccc2ccn(CC(=O)NC3CCCCCC3)c2c1,-1.8,/,-1.0%,-8.8%,?,-0.3%,-12.4%,-7.8%,-1.2%
Cc1ccc(NC(=S)N2CCC(c3nc4ccccc4s3)CC2)cc1C,-3.9,?,-8.0%,-10.8%,i,3.3%,?,?,17.2%
COC(=O)N/N=C/c1cc(C)n(-c2ccc(Br)cc2)c1C,-6.3,-8.1%,-2.2%,7.8%,?,0.3%,-10.2%,0.0%,-0.3%
Cc1cccc(CN2C(=O)N/C(=C/c3cc(C)n(-c4ccccn4)c3C)C2=O)c1,-0.2,-10.6%,-21.7%,2.9%,i,3.4%,-28.6%,-2.6%,0.5%
Nc1ccc(C(=O)OCc2ccncc2)cc1[N+](=O)[O-],-1.0,-9.4%,-7.0%,23.4%,i,2.4%,-8.0%,8.7%,1.6%
O=C(Cn1cc([N+](=O)[O-])cn1)NCCc1c[nH]c2ccccc12,2.0,-0.1%,-13.5%,-13.2%,i,2.1%,8.9%,2.7%,-0.6%
CC(C)(C)NC(=O)NC(=O)COC(=O)c1ccco1,0.2,0.0%,0.7%,-4.5%,i,-0.4%,8.1%,-23.9%,9.2%
O=C(CCc1nnc2n(Cc3ccc(F)cc3)c(=O)c3ccccc3n12)N1CCN(c2ccccn2)CC1,2.1,1.8%,16.0%,/,i,-0.5%,15.1%,-1.0%,-6.4%
O=C(NCc1ccc(F)cc1)c1nc(-c2cccs2)no1,-0.6,10.3%,1.6%,22.4%,i,5.7%,2.6%,-0.5%,6.8%
CC/C(=N\NC(=O)c1ccc2c(c1)OCO2)C12CC3CC(CC(C3)C1)C2,-1.6,-18.3%,-20.2%,8.3%,i,0.4%,-13.8%,-5.6%,4.1%
Cc1ccc(NC(=O)CCN2C(=O)c3ccncc3C2=O)cc1,-0.5,-10.4%,6.1%,2.0%,i,0.5%,-2.9%,-10.6%,-1.7%
NS(=O)(=O)c1cccc(NC(=O)COc2ncnc3c2cnn3-c2ccccc2)c1,-0.4,2.3%,-36.3%,2.4%,i,-0.6%,10.3%,6.6%,-2.1%
COc1ccccc1CNS(=O)(=O)c1ccc2c(c1)NC(=O)CC(=O)N2,/,0.0%,-1.0%,10.1%,i,-0.2%,-9.9%,6.4%,/
CN=C1SC(CC(=O)Nc2cccc(C(F)(F)F)c2)C(=O)N1C (stereo not drawn),5.5,-8.0%,-18.8%,-27.8%,i,-0.3%,/,0.0%,-3.6%
Cc1csc2nc(CNC(=O)CCC(=O)O)cn12,-2.6,-4.2%,-13.1%,7.3%,i,0.0%,-0.4%,-0.7%,4.8%
Cc1nn2c(=O)cc(COc3ccc(/C=C(\C#N)C(=O)Nc4ccccc4)cc3Cl)nc2s1,/,-0.3%,-17.8%,2.8%,i,0.4%,7.1%,?,/
CCc1cc(=O)oc2cc(OC(C)C(=O)NCC(O)c3ccccc3)c(Cl)cc12 (stereo not drawn),-2.8,-1.0%,0.3%,14.3%,i,1.5%,-3.2%,-0.1%,3.9%
CC(=O)O/N=C(/c1nonc1N)N(C)C,-1.1,-2.7%,9.4%,21.4%,?,0.3%,-9.0%,-2.6%,11.2%
COc1ccc(NC(=O)C(=O)NCCN2CCN(C(=O)C(c3ccccc3)c3ccccc3)CC2)cc1,-0.7,-7.4%,-26.5%,11.6%,?,-0.1%,-3.2%,4.5%,-3.3%
Cc1ccc(C)c(N2CCN(S(=O)(=O)c3cc(C(=O)Nc4ccc(Oc5ccccc5)cc4)ccc3F)CC2)c1,/,-1.8%,-23.4%,/,/,-0.4%,/,-26.1%,/
COC(=O)NN1C(=O)C(c2ccccc2)=C(c2ccc(Cl)cc2)C1=O,2.8,-5.4%,-63.6%,10.5%,i,0.1%,9.1%,?,-7.2%
Cc1cc(NS(=O)(=O)c2ccc(NC(=O)c3cc(-c4ccccc4Cl)nc4ccccc34)cc2)no1,0.6,-9.1%,-5.1%,10.1%,i,0.0%,-19.2%,7.0%,-0.8%
Cc1ccc(S(=O)(=O)NCc2ccccc2)cc1C(=O)N1CCCCC1,0.4,-12.4%,-53.0%,-9.7%,i,-1.5%,-5.0%,-5.9%,10.8%

# Taken from above:
# Under Nrf2 inh, COC(=O)N/N=C/c1cc(C)n(-c2ccc(Br)cc2)c1C has -10.2%
# Under IL-2 act, CCc1cc(=O)oc2cc(OC(C)C(=O)NCC(O)c3ccccc3)c(Cl)cc12 (stereo not drawn) has -2.8

# Later entries:
SMILES,IL-2 act,A549 viability,HepG2 tox,ATXN2 expr inh,S2 tox,Nrf2 ARE act,Nrf2 inh,TGFb inhibitor,EPAC2 ag
Cc1cccc(Cn2c(=O)n(Cc3ccccc3)c(=O)c3sc4ccccc4c32)c1,/,1.1%,18.4%,-0.5%,i,-0.7%,2.7%,-15.7%,/
COc1ccccc1CNC(=O)c1ccc(CN2CC(=O)N3CCCCC3C2=O)cc1 (stereo not drawn),/,13.9%,-2.8%,/,/,-0.4%,-4.6%,1.4%,/
COc1ccc(C(C)=O)cc1CSc1nnc(SCc2cc(C(C)=O)ccc2OC)s1,-0.4,1.8%,-43.1%,-1.2%,i,0.4%,-4.1%,-9.7%,11.5%
CC(C)C(=O)N1CCCC1(C)C(=O)Nc1ccc(F)cc1 (stereo not drawn),0.7,/,-15.6%,-4.6%,i,-0.2%,/,-12.3%,11.9%
CCc1ccc(S(=O)(=O)NCc2cn3ccccc3n2)s1,-0.6,-1.9%,-7.7%,-11.0%,i,-0.4%,?,-26.7%,-83.6%[15.6 µM]
COc1cc(CC(=O)OCC(=O)Nc2ccc([N+](=O)[O-])cc2)cc(OC)c1OC,-2.7,-10.8%,2.8%,-17.0%,i,-0.7%,3.2%,19.6%,4.5%
NS(=O)(=O)c1ccc(CCNC(c2ccccc2)c2ccccc2)cc1,-2.7,-12.3%,-39.8%,-30.7%,i,0.1%,?,?,0.6%
CCc1c(C)sc2c1CCN(C(=O)Nc1ccccc1C(F)(F)F)C2c1ccccc1 (stereo not drawn),/,7.4%,-19.3%,-36.1%,?,3.8%,/,?,/
CC1(C)C2CCC1(C)C(NCC(O)COc1ccc(C#N)cc1)C2 (stereo not drawn),-4.8,1.3%,2.4%,-2.9%,i,0.3%,0.7%,-2.1%,7.9%
COc1ccccc1NC(=O)CN1C(=O)COc2ccc(S(=O)(=O)N3CCC(C)CC3)cc21,2.9,-16.6%,0.8%,-5.0%,i,-0.6%,-21.7%,-21.7%,11.4%
Cc1ccccc1S(=O)(=O)N(C)C[C@@H]1OCc2cnnn2CCCC(=O)N([C@@H](C)CO)C[C@H]1C,-1.2,/,-30.7%,2.5%,i,-0.7%,/,-13.9%,10.7%
CCc1nnc(NS(=O)(=O)c2ccc(NC(=O)c3ccc(Br)cc3)cc2)s1,2.0,-17.7%,4.5%,6.9%,i,-0.3%,?,2.7%,4.0%
O=C(NCCCN1CCOCC1)c1cc(S(=O)(=O)N2CCCCC2)ccc1Cl,1.1,/,1.7%,/,i,-1.0%,/,-0.8%,18.5%
CCN(c1ccccc1)c1ncnc2c1cnn2-c1ccc(C)cc1C,/,12.4%,-36.2%,13.9%,i,5.6%,/,-10.4%,/
COc1ccccc1/C=C/C=N\N1CCN(Cc2ccccc2Cl)CC1,-0.6,-9.5%,-12.1%,-5.4%,i,3.6%,8.6%,?,8.9%

# In the list so far, these contain an aryl methoxy group:
SMILES,IL-2 act,A549 viability,HepG2 tox,ATXN2 expr inh,S2 tox,Nrf2 ARE act,Nrf2 inh,TGFb inhibitor,EPAC2 ag
COc1ccccc1CNS(=O)(=O)c1ccc2c(c1)NC(=O)CC(=O)N2,/,0.0%,-1.0%,10.1%,i,-0.2%,-9.9%,6.4%,/
COc1ccc(NC(=O)C(=O)NCCN2CCN(C(=O)C(c3ccccc3)c3ccccc3)CC2)cc1,-0.7,-7.4%,-26.5%,11.6%,?,-0.1%,-3.2%,4.5%,-3.3%
COc1ccccc1CNC(=O)c1ccc(CN2CC(=O)N3CCCCC3C2=O)cc1 (stereo not drawn),/,13.9%,-2.8%,/,/,-0.4%,-4.6%,1.4%,/
COc1ccc(C(C)=O)cc1CSc1nnc(SCc2cc(C(C)=O)ccc2OC)s1,-0.4,1.8%,-43.1%,-1.2%,i,0.4%,-4.1%,-9.7%,11.5%
COc1cc(CC(=O)OCC(=O)Nc2ccc([N+](=O)[O-])cc2)cc(OC)c1OC,-2.7,-10.8%,2.8%,-17.0%,i,-0.7%,3.2%,19.6%,4.5%
COc1ccccc1NC(=O)CN1C(=O)COc2ccc(S(=O)(=O)N3CCC(C)CC3)cc21,2.9,-16.6%,0.8%,-5.0%,i,-0.6%,-21.7%,-21.7%,11.4%
COc1ccccc1/C=C/C=N\N1CCN(Cc2ccccc2Cl)CC1,-0.6,-9.5%,-12.1%,-5.4%,i,3.6%,8.6%,?,8.9%

# Compound activity from PubChem BioAssay.
